Assay outcomes as filed in PubChem.
DAGLB inhibitor: blocks human DAGLB lipase activity; Q8NCG7; HEK293T DAGLB membrane lysate, EnzChek fluorogenic substrate; inhibition, % at 5.17 µM; 340,000 compounds, 0.059% hits; AID 504411; in the data active means inhibition above about 34%;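 further: 0% = enzyme with vehicle and 100% = wells lacking enzyme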
HTR5A inv ctr: inverse agonist of human HTR5A in OPRM1-OPRD1 counter-screen | P47898 | HTR5A cell line, luminescence, inverse agonism | inhibition, % at 9.3 µM | 340,000 compounds, 0.083% hits | AID 504634; in the data active means inhibition mostly above about 23%, no sharp cut-off; inactive means mostly below about 18%;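 further: 0% = cells with DMSO and 100% = no-cell wells with DMSO; some compounds called inactive have numbers as strong as hits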
Target sequence (P47898 whole entry, looked up): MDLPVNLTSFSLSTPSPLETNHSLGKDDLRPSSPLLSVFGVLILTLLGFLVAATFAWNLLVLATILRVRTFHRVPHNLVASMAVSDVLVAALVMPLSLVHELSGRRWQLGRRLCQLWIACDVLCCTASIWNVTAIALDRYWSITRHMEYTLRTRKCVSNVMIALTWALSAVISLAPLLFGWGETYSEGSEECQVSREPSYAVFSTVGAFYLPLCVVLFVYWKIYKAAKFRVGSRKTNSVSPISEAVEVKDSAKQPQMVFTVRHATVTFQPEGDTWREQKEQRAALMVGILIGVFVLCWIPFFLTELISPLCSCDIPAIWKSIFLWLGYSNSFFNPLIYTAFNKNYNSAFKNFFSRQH
DSG3 Ab inh: inhibitors of pemphigus antibody binding to human desmoglein-3. binding (percent of control), % at 10 µM. DSG3-coupled beads, scFv-anti-DSG3-GFP binding, flow cytometry; hits give low values. 310,000 compounds, 0.48% hits;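 active means binding more than 3 SD below its plate's average and above zero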;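 further: hits lower antibody fragment binding to DSG3; some compounds called inactive have numbers as strong as hits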
PKA-R1A activ: activates the PKA-R1A holoenzyme complex. activation, % at 11.4 µM. P00514+P68181. PKA-R1A dissociation, Cy5-IP20 fluorescence polarization; scaled: DMSO 0%, 113 µM cGMP 100%. 340,000 compounds, 0.083% hits. AID 504707;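 active means percent activation above the mean of all tested compounds plus 3 SD, cut at about 19% in these data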;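 further: higher means more PKAc released from R1A so a rise in polarization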
HTR5A ag ctr: HTR5A agonism, opioid heterodimer counter-screen | AID 504692 | HTR5A agonist assay, luminescence, cell-based | P47898 | 340,000 compounds, 0.61% hits | activation, % at 9.3 µM; in the data active means activation mostly above about 9.5%, no sharp cut-off; inactive means mostly below about 7.6%;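 further: 0% = cells with vehicle only and 100% = reference agonist; strong numbers were not always called active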
OPRM1-OPRD1 ag: OPRM1-OPRD1 heterodimerization agonism; P35372+P41143; cells, luminescence; activation, % at 9.3 µM; 340,000 compounds, 0.3% hits; in the data active means activation above about 18%;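 further: 0% = vehicle-treated cells and 100% = reference agonist; values of inactives mirror those of a sister screen read the other way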
PKA-R2B activ: activates the human PKA-R2B holoenzyme complex. activation, % at 11.4 µM. 340,000 compounds, 0.079% hits. P22694+P31323. AID 504700. PKA-R2B holoenzyme dissociation, Cy5-IP20 fluorescence polarization; R2B truncated from residue 108, S112A mutant; 0% DMSO only, 100% 113 µM cGMP;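 active means activation above a cutoff set at the mean over all compounds plus 3 SD, cut at about 18% in these data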;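 further: higher means more holoenzyme dissociation and a rise in polarization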
Target sequence (P31323 whole entry, looked up, other chains not shown, the tested form may be a part): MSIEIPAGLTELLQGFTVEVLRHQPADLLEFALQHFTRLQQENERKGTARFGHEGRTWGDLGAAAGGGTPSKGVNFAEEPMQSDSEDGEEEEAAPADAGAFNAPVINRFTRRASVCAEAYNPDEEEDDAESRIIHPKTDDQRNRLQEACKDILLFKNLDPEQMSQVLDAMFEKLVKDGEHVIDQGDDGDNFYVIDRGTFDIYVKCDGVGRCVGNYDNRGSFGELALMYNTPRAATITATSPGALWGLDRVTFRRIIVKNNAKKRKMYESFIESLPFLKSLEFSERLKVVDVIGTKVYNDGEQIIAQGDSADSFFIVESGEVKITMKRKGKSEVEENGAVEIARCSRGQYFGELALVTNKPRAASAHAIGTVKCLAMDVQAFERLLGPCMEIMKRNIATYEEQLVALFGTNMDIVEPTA
Arrestin-AP2 inh: human beta-arrestin and AP2 interaction inhibition; FITC-arrestin peptide / GST-AP2 beads, flow cytometry; AP2 beta2 appendage carries R879A mutation; inhibition, % at 10 µM; 340,000 compounds, 0.31% hits; AID 504490;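 active means inhibition above a set limit, near 3 SD of compounds lacking own fluorescence, cut at about 54% in these data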;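 further: plate controls were DMSO wells for no effect and 5 µM unlabelled arrestin peptide for full effect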
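Measured by: flow cytometry, FL1 (488/535 nm); Material: AP2 appendage R879A on GSH beads; Evaluation: percent response; Timing: pre-incubation 12 min, peptide binding 1 h, room temperature; Also added: 50 nM FITC-arrestin peptide; Medium: PBS with 0.05% Tween 20 and 0.1% BSA.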
V-ATPase pH: yeast V-ATPase proton transport regulation by pHLuorin. S. cerevisiae, pHLuorin cytosolic pH fluorescence. response, % at 10 µM. 350,000 compounds, 0.37% hits. AID 504577; in the data active means response mostly above about 7.3%, no sharp cut-off; inactive means mostly below about 5.4%; further: actives read high; inactives centre near 0; some compounds called inactive have numbers as strong as hits; reference of the scale not given here
OPRM1-OPRD1 inv: mu-delta opioid heterodimer inverse agonism; AID 504357; 340,000 compounds, 0.21% hits; cell-based MOR-DOR heterodimer luminescence; P35372+P41143; inhibition, % at 9.3 µM; in the data active means inhibition above about 22%, passing the limit was not always enough;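 further: 0% = cells with DMSO and 100% = wells without cells with DMSO; values of inactives mirror those of a sister screen read the other way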
* hit, by the source's call; / = no result given. Rows are unselected; about 2.4% have a hit in one of these screens.

SMILES | DAGLB inhibitor | HTR5A inv ctr | DSG3 Ab inh | PKA-R1A activ | HTR5A ag ctr | OPRM1-OPRD1 ag | PKA-R2B activ | Arrestin-AP2 inh | V-ATPase pH | OPRM1-OPRD1 inv
O=C(CCNS(=O)(=O)c1ccccc1F)N1CCN(Cc2ccccc2)CC1 | -2 | -6 | 95 | -1 | 2 | -0.9 | 2 | 20 | -2 | 6
CCc1ccc(CN(C)Cc2c(C(=O)N3CCOCC3)nc3c(C)cccn23)nc1 | 0 | / | 104 | 4 | / | / | -1 | / | 2 | /
Cc1ccc(C(=O)OCC(=O)NC2CCCC(C)C2C)cc1S(=O)(=O)N1CCCCC1 (configuration not stated) | -5 | -16 | 90 | -2 | 6 | 1.2 | -7 | -2 | -4 | -5
COc1ccc(OCC(=O)NNC(=O)c2ccccn2)cc1 | 1 | 8 | / | -9 | -3 | -2.5 | 1 | -6 | -5 | 15
NC(=S)NNc1cccc2cccnc12 | 5 | -14 | 87 | -9 | 5 | 5.5 | -2 | 30 | -1 | -28
N#Cc1ccccc1NC(=O)COC(=O)c1ccc2c(c1)OCO2 | -5 | 2 | / | -3 | -1 | 1.3 | -3 | -18 | -1 | -5
COc1ccc(CCN(Cc2ccccn2)C(=S)Nc2ccccc2F)cc1OC | -2 | -1 | 112 | 2 | 0 | -0.1 | -3 | -8 | 3 | 0
COc1ccc(CNc2ccc(N3CCOCC3)cc2)cc1 | 2 | 8 | 109 | 1 | 1 | 0.1 | -10 | 19 | 0 | -1
O=C(CSc1nc2ccccc2s1)Nc1cc(S(=O)(=O)N2CCOCC2)ccc1Cl | -3 | -21 | 102 | -1 | 6 | -2.5 | 11 | 1 | 0 | 13
Cc1ccc(-n2[nH]c(C)c(C=Nc3ccc(Br)cn3)c2=O)cc1 | 0 | -8 | 100 | -8 | 9 | -0.7 | -10 | -6 | 0 | 4
COCCCNC(=O)CN(c1ccc(Cl)c(Cl)c1)S(C)(=O)=O | 2 | -17 | 98 | 0 | 3 | -1.4 | 4 | 15 | 7 | 8
CC(C)n1c(C(=O)OCC(=O)NCc2ccc3c(c2)OCO3)cc2occc21 | -5 | 3 | 116 | -12 | -4 | 0.3 | -12 | 11 | 2 | -2
COc1ccc(NC(=O)/C(=C\c2ccccc2)NC(=O)c2ccco2)cc1 | 1 | -7 | 123 | 11 | 3 | 0.3 | 1 | 25 | 3 | -2
Cc1ccc(C(C)NC(=O)C2CCCC2)c(C)c1 (configuration not stated) | -1 | -9 | 91 | 1 | 2 | -4.2 | -5 | 9 | 1 | 20
CC(C)=NOC(=O)c1ccc(-c2ccccc2)cc1 | -8 | -7 | 99 | -2 | 2 | 1.1 | -12 | -25 | 2 | -5
CCOc1ccc2c(c1)/C(=C(\C(Cl)=C(Cl)Cl)[N+](=O)[O-])N2 | -2 | 4 | 103 | -13 | 4 | 2.6 | -7 | 6 | 1 | -18
CCOc1ccc(N(CC(=O)NC2CCCC2)S(=O)(=O)c2c(C)[nH]c(=O)[nH]c2=O)cc1 | -1 | -1 | 104 | -1 | 0 | -1.6 | -2 | -1 | 3 | 8
CCc1nnc(NC(=O)C2CC(=O)N(c3ccc4c(c3)OCCO4)C2)s1 (configuration not stated) | 1 | -21 | 98 | 6 | 6 | 1.1 | -17 | -16 | 2 | -6
Cc1cc(C)cc(N(C(=O)c2csnn2)C(C(=O)NC(C)(C)C)c2ccccn2)c1 (configuration not stated) | -2 | -31 | 94 | -2 | 8 | -0.9 | -6 | 20 | -2 | 4
COc1cccc(CC2(CO)CCCN(Cc3c(C)cc(C)cc3-n3cccn3)C2)c1 (configuration not stated) | -1 | 4 | 103 | 1 | -2 | 1.2 | 3 | 21 | -2 | -6
COCCNc1ccc(N2C(=O)C3CCCCC3C2=O)cc1[N+](=O)[O-] (configuration not stated) | 2 | 20 | 97 | 2 | 6 | -2.9 | 7 | 38 | -2 | 15
Cc1ccc(NC(=O)CN2C(=O)/C(=C\c3cccs3)SC2=S)cc1 | -4 | 23 | 98 | -11 | -2 | -1.8 | -16 | 8 | 2 | 9
CCCCOC(=O)C1[C@H]2C(=O)N(Cc3cccs3)C[C@]23C=C[C@H]1O3 (some centres not stated) | 0 | -27 | 97 | 4 | 4 | 0.0 | 5 | -8 | 4 | 0
O=C(CSc1ccc(-c2ccco2)nn1)NC1CCCC1 | 3 | 4 | 114 | 1 | -2 | 0.4 | 6 | -14 | 3 | -2
COc1cccc(-c2coc3c(C)c4oc(=O)c(CCC(=O)O)c(C)c4cc23)c1 | -6 | -13 | 116 | 5 | 4 | -1.0 | 1 | 18 | -5 | 4
CCc1ccc(NS(=O)(=O)c2ccc(OC)c(C)c2)cc1 | -3 | 2 | 100 | 0 | 1 | 8.9 | -5 | 1 | 1 | -49
CCCc1cc(=O)n2[nH]c(CCc3ccccc3)nc2n1 | 1 | -9 | / | 14 | 3 | -1.8 | 0 | -17 | 2 | 11
Cc1ccc(-c2nc3ccccc3[nH]2)cc1NC(=O)c1sc2ccccc2c1Cl | -7 | -3 | 93 | -1 | -1 | -2.6 | -4 | 8 | -4 | 16
CC1CCN(Cc2c(O)ccc3c2O/C(=C\c2ccco2)C3=O)CC1 | 2 | 17 | 95 | 5 | 4 | 1.5 | -1 | 17 | 1 | -10
CCNc1nc(NCC)nc(OCCOC(=O)Nc2ccccc2)n1 | -2 | 3 | 97 | 9 | -1 | 0.0 | 6 | -2 | 10 | 0
O=C(COc1coc(CN2CCCc3ccccc32)cc1=O)Nc1ccc([N+](=O)[O-])cc1 | 2 | 4 | 447 | -7 | -1 | 1.1 | 4 | 42 | 7.4* | -7
C[C@H]1CN([C@@H](C)CO)S(=O)(=O)c2ccc(C#Cc3ccccn3)cc2O[C@@H]1CN(C)C(=O)C1CC1 | -2 | / | 112 | -1 | / | / | 4 | / | -4 | /
Cc1ccc2ncnc(-c3ccccc3)c2c1 | -4 | 13 | 109 | -2 | -4 | 0.5 | 0 | 45 | 1 | -2
CC(C)NC(=S)NCc1cccnc1 | 3 | -4 | 99 | -8 | 1 | -1.4 | -6 | 1 | 0 | 7
CCCc1cc(=O)oc2cc(C)cc(OCC(=O)Nc3ccc(S(N)(=O)=O)cc3)c12 | 0 | -18 | 87 | -10 | 4 | 0.5 | 5 | 1 | -4 | -3
c1ccc(OCc2nnc3n2CCCCC3)cc1 | 0 | -24 | 100 | -12 | 8 | -1.7 | -3 | -22 | -1 | 9
CCOC(=O)c1ccccc1NC(=O)CN1CCC(n2nnc3cc(F)ccc32)CC1 | -1 | 7 | 93 | -3 | -2 | -0.8 | -1 | -9 | 3 | 4
COC(=O)c1ccc(SCC(=O)N2CCC(C)CC2)c([N+](=O)[O-])c1 | -1 | 20 | 94 | -8 | -4 | -0.4 | -8 | -2 | -5 | 2
NC(=O)C(CCC(=O)c1ccc(Br)cc1)S(=O)(=O)c1ccccc1 (configuration not stated) | 1 | 6 | / | -2 | -2 | -2.0 | 2 | -11 | -2 | 9
C[C@@H]1CN([C@H](C)CO)C(=O)c2cc(-c3ccccc3)cnc2O[C@@H]1CN(C)C(=O)C1CCOCC1 | 8 | / | / | -7 | / | / | -4 | / | -2 | /
N#CCCn1cc(C=C(C#N)C#N)c(-c2ccc(-c3ccccc3)cc2)n1 | 0 | -11 | 94 | -9 | 4 | -1.1 | -6 | -2 | 0 | 5
Cc1ccn2cc(C34CC5CC(CC(C5)C3)C4)nc2c1 | -1 | 13 | 100 | -7 | -3 | -4.1 | 1 | 27 | -1 | 19
O=C(CSC1=NCCS1)N1CCCCCC1 | -1 | 11 | 100 | -4 | -3 | -0.8 | 6 | 4 | -1 | 4
O=C(CNC(=O)c1ccccc1)OCc1ccc([N+](=O)[O-])cc1 | 0 | -21 | 107 | -7 | 4 | -0.4 | 1 | 9 | -2 | 2
Cc1cccc(CSc2nc3c(c(=O)n2C)SCC3)c1 | -1 | 10 | 102 | 5 | 3 | 6.3 | -7 | 0 | 2 | -33
CCCCOCCCNS(=O)(=O)c1ccccc1 | -1 | 28 | 127 | -7 | 1 | -0.8 | -5 | -4 | 1 | 4
CCOC(=O)C(=CNc1ccc2c(c1)nnn2-c1ccc(Cl)cc1)C(=O)OCC | -2 | -22 | 112 | 15 | 9 | 0.8 | 6 | -8 | 4 | -4
C#CCOC(=O)CCCC(=O)Nc1ccccc1OC | -1 | -15 | 102 | -9 | 1 | -2.1 | -11 | 18 | -3 | 11
CCOC(=O)c1cccnc1NC(=O)c1ccncc1 | -3 | -1 | 99 | -8 | 0 | -3.4 | 1 | 3 | -10 | 17
C=CC(c1ccccc1)C(C(=O)c1ccccc1)N(C)C (configuration not stated) | -4 | -8 | 107 | 0 | -2 | 1.5 | -13 | -3 | -1 | -8
COc1ccccc1NC(=O)N1C2CCCC1CC(NC(=O)c1ccccc1)C2 (configuration not stated) | 5 | 20 | 96 | -3 | -7 | -0.2 | 2 | 20 | 0 | 1
CCn1c(COc2cccc(OC)c2)nnc1SCC(=O)NC1CCCC1 | -1 | -10 | 102 | 1 | 4 | -1.0 | 9 | -12 | -1 | 6
CCc1nc2ccccc2[nH]1 | 2 | 6 | 104 | 5 | -4 | -1.4 | 8 | -15 | -2 | 8
Cc1ccc(Nc2nc3ccccc3c(=O)s2)cc1 | -2 | -1 | 88 | -2 | 1 | 1.0 | 4 | 10 | 2 | -8
COCCn1c(SCc2cccnc2)nnc1-c1ccco1 | -1 | -3 | / | -4 | -2 | -2.2 | -2 | 17 | -3 | 13
COc1ccc(C(=O)Nc2nc3ccccc3s2)c(OC)c1 | -8 | 4 | 99 | 4 | -1 | -0.6 | 9 | -2 | 0 | 3

Molecules listed so far that contain a cyano group:
SMILES | DAGLB inhibitor | HTR5A inv ctr | DSG3 Ab inh | PKA-R1A activ | HTR5A ag ctr | OPRM1-OPRD1 ag | PKA-R2B activ | Arrestin-AP2 inh | V-ATPase pH | OPRM1-OPRD1 inv
N#Cc1ccccc1NC(=O)COC(=O)c1ccc2c(c1)OCO2 | -5 | 2 | / | -3 | -1 | 1.3 | -3 | -18 | -1 | -5
N#CCCn1cc(C=C(C#N)C#N)c(-c2ccc(-c3ccccc3)cc2)n1 | 0 | -11 | 94 | -9 | 4 | -1.1 | -6 | -2 | 0 | 5

A draw from above in order of number of heavy atoms, smallest number first.
SMILES | DAGLB inhibitor | HTR5A inv ctr | DSG3 Ab inh | PKA-R1A activ | HTR5A ag ctr | OPRM1-OPRD1 ag | PKA-R2B activ | Arrestin-AP2 inh | V-ATPase pH | OPRM1-OPRD1 inv
CCCCOCCCNS(=O)(=O)c1ccccc1 | -1 | 28 | 127 | -7 | 1 | -0.8 | -5 | -4 | 1 | 4
CC(C)n1c(C(=O)OCC(=O)NCc2ccc3c(c2)OCO3)cc2occc21 | -5 | 3 | 116 | -12 | -4 | 0.3 | -12 | 11 | 2 | -2
CCOC(=O)C(=CNc1ccc2c(c1)nnn2-c1ccc(Cl)cc1)C(=O)OCC | -2 | -22 | 112 | 15 | 9 | 0.8 | 6 | -8 | 4 | -4
